# Screening results deposited in PubChem by National Center for Advancing Translational Sciences (NCATS).
# Pf growth 48h – inhibits P. falciparum growth in the first generation, 48 h; P. falciparum luciferase growth in erythrocytes, 48 h; Potency, µM (highest dose often 28.7 µM), for the others: at the highest dose activity change, negative = inhibition, hits mostly inhibitors; hit rate 5.9% among 310,000; AID 504832; also: potency is read from the fitted curve at half-maximal effect; % is scaled to controls: 0 for no effect and ±100 for the full control effect
#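 Luminescence readout; reporter = integrated firefly luciferase in P. falciparum. RBC culture at 2% hematocrit, 0.1% parasitemia final, 37 C/5% CO2; decreased signal taken as growth inhibition.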
# Shiga toxin inh – Shiga toxin inhibition; Vero cells, Shiga toxin protein synthesis inhibition reporter; inhibition, % at 38.7 µM; hit rate 9.2% among 290,000; AID 2315; in the data active = inhibition mostly above about 28%, no sharp cut-off; inactive = mostly below about 43%; also: 0% is about no effect
# HCV inh – blocks hepatitis C virus. Huh7.5.1 HCVcc-Cre infection, luciferase reporter, 44 h. Potency, µM (titrated, usually from 41.8 µM), inactives show at the top dose activity change, negative = inhibition, most hits filed as inhibitors. hit rate 3.4% among 340,000. AID 651820; also: potency is read from the fitted curve at half-maximal effect; % is scaled to controls: 0 for no effect and ±100 for the full control effect
#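 Antiviral activity was scored by luciferase reporter output from cells infected with HCVcc-Cre (~0.5 moi) in presence of compound, 44 h infection period, cells seeded 1,000/well 4 h prior.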
# Pf growth 96h – inhibits malaria parasite growth, 96 h; P. falciparum luciferase reporter growth, 96 h; Potency, µM (titrated, usually from 28.7 µM), for the others: top-dose activity change, negative = inhibition, usual class: inhibitors; hit rate 6.9% among 320,000; AID 504834; also: potency is read from the fitted curve at half-maximal effect; % is scaled to controls: 0 for no effect and ±100 for the full control effect
#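 P. falciparum expressing integrated firefly luciferase, in erythrocytes at 2% hematocrit, 0.05% parasitemia, incubated with compounds 96 h at 37 C, 5% CO2. Growth inhibition read as loss of luminescence; two-generation exposure targets delayed-death apicoplast inhibitors.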
# LmPK inh – inhibitors of Leishmania mexicana pyruvate kinase. hit rate 0.37% among 290,000. Potency, µM (series often up to 57.5 µM), inactives show top-dose activity change, negative = inhibition, usual class: inhibitors. AID 1721. purified LmPK, Kinase-Glo ATP luminescence, 1 h. Q27686; also: potency is read from the fitted curve at half-maximal effect; % is scaled to controls: 0 for no effect and ±100 for the full control effect
# Target sequence (Q27686 whole entry, looked up): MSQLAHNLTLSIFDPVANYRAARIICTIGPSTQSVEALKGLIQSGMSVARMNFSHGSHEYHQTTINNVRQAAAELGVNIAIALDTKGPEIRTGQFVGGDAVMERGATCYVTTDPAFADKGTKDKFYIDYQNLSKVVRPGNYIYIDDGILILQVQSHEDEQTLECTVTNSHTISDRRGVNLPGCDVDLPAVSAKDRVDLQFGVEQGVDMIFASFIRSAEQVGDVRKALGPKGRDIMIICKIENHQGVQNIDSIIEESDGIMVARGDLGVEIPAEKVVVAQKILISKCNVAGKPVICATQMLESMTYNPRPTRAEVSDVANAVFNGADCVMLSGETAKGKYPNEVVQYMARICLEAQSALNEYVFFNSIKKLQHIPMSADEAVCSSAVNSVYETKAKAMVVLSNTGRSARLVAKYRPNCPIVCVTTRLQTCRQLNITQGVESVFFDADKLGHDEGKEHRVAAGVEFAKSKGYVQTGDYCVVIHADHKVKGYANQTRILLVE
#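 Kinase-Glo luminescence read after 1 h RT reaction of 0.1 nM LmPK with 0.5 mM PEP and 0.1 mM ADP. Activity scaled between uninhibited and enzyme-free controls.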
# Tb PYK inh – inhibitors of Trypanosoma brucei pyruvate kinase. AID 624173. TbPYK enzyme, Kinase-Glo Plus ATP luminescence, 45 min. Potency, µM (highest dose often 76.8 µM), for the others: at the highest dose activity, negative = inhibition, usual class: inhibitors. hit rate 0.12% among 410,000; also: potency is read from the fitted curve at half-maximal effect; % is scaled to controls: 0 for no effect and ±100 for the full control effect; nearly all actives have a fitted effect of over 50% in size
#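 Quantitative HTS: titrated library compounds versus trypanosomal pyruvate kinase in TEA buffer (pH 7.2) containing KCl, MgCl2, BSA and Tween-20. Reactions were initiated with ADP, 130 uM final. Kinase-Glo Plus luminescence was read after 45 min at RT.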
# CHX counter – counter-screen hit for Shiga toxin inhibitors, cycloheximide; cell reporter, cycloheximide protein synthesis inhibition counterscreen; max response, %; hit rate 12% among 300,000; in the data active = max response mostly above about 13%, no sharp cut-off; inactive = mostly below about 14%; also: read at 38.3 µM for the half of the compounds with a filed dose; 0% is about no effect
# * = called active by the depositor; ? = inconclusive; nt = no result given; [ ] = remark or other dose. Unless noted, calls follow the shape of the dose curve; as a rule, active = well fitted curve in the direction sought with a large enough effect; inconclusive = small, poorly fitted or top-dose-only effect, or another doubt; inactive = no such curve, though single readings can be large; an effect the other way counts as inactive or inconclusive.
canonical_smiles,LmPK inh,Pf growth 96h,Pf growth 48h,HCV inh,Tb PYK inh,CHX counter,Shiga toxin inh
O=C(Nc1ccc(F)cc1)c1ccc2[nH]c(=O)c(=O)[nH]c2c1,0.3%,6.2%,22.1%,7.5%,0.0%,0.9,6.0
C(=C\c1ccccc1)/CSc1nnc(-c2cccnc2)n1Cc1ccco1,-1.5%,10.4µM*,0.0%,?,nt,-8.2,2.4
O=C(CSc1ccccc1)Nc1ccc(N2CCOCC2)cc1,0.1%,?,nt,-8.3%,4.0%,27.8,53.4
C=CCn1c(N)cc(=O)nc1SCC(=O)Nc1cccc2ccccc12,2.1%,112.5%[activator],1.5%,16.3%,2.5%,-2.1,-12.4
CN1CCN(C(=O)C2=C[C@@H](C3CC3)C[C@@H](OCc3ccc(CO)cc3)O2)CC1,0.4%,13.6%,7.5%,14.4%,-0.7%,3.2,-8.1
O=C(Nc1ccc(NC(=O)c2ccncc2)cc1)c1ccncc1,-0.6%,40.5%[activator],50.1%[activator],nt,nt,-4.4,-7.9
CCn1c(=O)n(Cc2ccco2)c(=N)c2c3c(sc21)COC(C)(C)C3,-2.8%,?,-5.2%,-1.8%,2.6%,-5.8,-13.2
COc1ccccc1NC(=O)CN1CCOCC1,-2.7%,-51.7%,16.6%,9.8%,-2.9%,1.7,-9.2
COc1cccc2sc(Nc3nnc(-c4ccc(F)cc4)o3)nc12,5.7%,1.85µM*,11.7µM*,?,-7.4%,19.4*,38.8
CCOC(=O)C1CCN(C(=O)Cn2cc(C(=O)c3ccco3)c3ccccc32)CC1,-9.7%,94.3%[activator],?,14.0%,-2.7%,1.5,-2.0
Cc1ccc(OCC(=O)N/N=C\c2cn(C)c3ccccc23)c([N+](=O)[O-])c1,3.7%,?,-0.6%,?,-3.8%,-1.5,-2.5
O=C(Nc1ccc(Oc2c(F)c(F)c(F)c(F)c2F)cc1)OC1CCN2Cc3ccccc3N=C12 (configuration not stated),-7.9%,2.62µM*,?,3.16µM*,-1.1%,-0.7,29.8
O=c1c2cc3c(cc2[nH]c(=S)n1CCN1CCOCC1)OCO3,-2.9%,13.3%,15.2%,4.4%,-12.1%,-2.8,-11.6
O=c1c2cn[nH]c2nc(SCc2cc(=O)n3cc(Br)ccc3n2)n1-c1ccc(Br)cc1,14.5%,-28.2%,11.7µM*,?,8.3%,21.9*,25.8
CC(=O)C1=C(c2ccccc2)NC(=S)NC1c1cc(Cl)c(OC(C)C)c(Cl)c1 (configuration not stated),5.4%,0.0%,?,?,-1.7%,-1.7,-2.4
O=C(CCc1ccccc1)N1C[C@H]2C[C@@H](C1)c1cccc(=O)n1C2,-0.5%,?,-8.9%,16.0%,3.9%,-1.9,-9.7
Cc1c(NC(=O)C(c2ccccc2)c2ccccc2)cccc1C(=O)O,0.8%,35.7%[activator],23.0%,17.9%,4.2%,14.0,44.3
COc1cccc(COC(=O)C2CCN(S(=O)(=O)c3ccc(C)cc3C)CC2)c1OC,nt,?,-25.4%,10.8%,1.8%,nt,nt
N#CCSc1ccccc1NC(=O)COC(=O)Cc1c[nH]c2ccccc12,nt,6.57µM*,10.4µM*,-1.3%,-10.1%,nt,nt
O=C(CNC(=O)c1ccc(Cl)cc1Cl)OCc1nnc(-c2ccccc2)o1,nt,18.6%,-26.7%,?,2.8%,nt,nt

# An excerpt from above, limited to LmPK inh, Pf growth 48h and Shiga toxin inh:
SMILES | LmPK inh | Pf growth 48h | Shiga toxin inh
O=C(CSc1ccccc1)Nc1ccc(N2CCOCC2)cc1 | 0.1% | nt | 53.4
C=CCn1c(N)cc(=O)nc1SCC(=O)Nc1cccc2ccccc12 | 2.1% | 1.5% | -12.4

# (more compounds)
canonical_smiles,LmPK inh,Pf growth 96h,Pf growth 48h,HCV inh,Tb PYK inh,CHX counter,Shiga toxin inh
Cc1ccc(-c2nc(C3CCN(S(C)(=O)=O)CC3)no2)cc1,2.0%,12.6%,133.5%[activator],11.4%,-4.8%,28.4*,38.2
CC(=O)c1cccc(NC(=O)COC(=O)COc2c(Cl)cc(Cl)c3ccc(C)nc23)c1,1.0%,31.5%[activator],9.3%,8.6%,-5.3%,-3.4,-5.9
CCNC(=S)NNC(=O)c1cc(C)on1,-0.6%,-0.9%,-0.1%,-1.4%,-0.7%,-5.1,-4.6
CC(=O)Nc1ccc(OS(=O)(=O)c2ccccc2C)cc1,0.3%,23.3%,20.2%,7.8%,2.1%,7.6,8.2
CNC(=O)c1cc(S(=O)(=O)Nc2ccc3c(c2)OCCO3)ccc1C,-1.1%,?,-5.9%,-11.5%,-1.1%,0.2,-12.6
Cc1ccc(C(=O)Nc2ccc(O)c(C(=O)O)c2)o1,-28.3%,nt,-6.0%,14.5%,?,-2.0,-7.5
O=C1C(Cl)=C(N2CCOCC2)C(=O)N1c1ccccc1,-9.6%,nt,9.0%,-13.8%,-9.4%,8.5,20.9
CS(=O)(=O)NC1CCN(Cc2ccccc2)CC1,-6.7%,29.9%,5.1%,8.2%,0.7%,-4.9,-5.4
CN(C)S(=O)(=O)c1cccc(NC(=O)CCSc2ccc(Cl)cc2)c1,2.1%,-2.4%,7.8%,10µM*,1.0%,-0.5,-2.7
Cc1occc1C(=O)NNC(=S)Nc1ccccc1,-24.9%,193.0%[activator],151.2%[activator],-8.1%,-18.6%,35.0*,76.6*
Cc1cc(C)n(-c2nc(NCCC(C)C)c3c4c(sc3n2)COC(C)(C)C4)n1,-6.8%,3.7µM*,nt,-4.6%,-4.8%,-2.0,-9.1
O=C(CSc1ccc2c(c1)OCCO2)NCC1CCCO1 (configuration not stated),16.0%,13.7%,nt,0.0%,1.3%,13.8,19.1
CCc1ccccc1OCC(=O)NC1CCCC1,1.0%,nt,-10.1%,12.3%,5.5%,0.4,-6.3
NS(=O)(=O)c1ccc(NS(=O)(=O)c2ccc(Br)cc2)cc1,0.3%,16.3%,12.9%,1.6%,-0.9%,-5.1,-2.5
O=C1c2cccc3cccc(c23)C(=O)N1c1ccc(O)cc1,8.5%,?,-7.8%,-13.3%,-7.7%,-2.5,-1.3
Nc1c(C(=O)c2ccc(Cl)cc2)sc2c1c(=O)[nH]c(=O)n2-c1ccccc1,4.0%,?,-9.1%,0.9%,-2.2%,-3.0,-2.2
COc1c2c(cc3c1OCO3)CCN(C)C2,nt,39.9%[activator],-4.0%,1.8%,-7.5%,nt,nt
CCc1nc2ccccc2c(C(=O)OC2CCOC2=O)c1C (configuration not stated),8.2%,?,nt,14.7%,-2.6%,-3.1,8.1
O=C(NCC1CCCO1)c1sc2ccccc2c1Cl (configuration not stated),-9.4%,?,186.6%[activator],1.4%,1.7%,41.1*,72.9*
CC(C)CNC(=O)CC(NCC(C)C)C(=O)O (configuration not stated),1.4%,9.2%,16.7%,6.8%,nt,-3.5,-15.0
COc1ccc(NS(=O)(=O)c2cc(C(=O)N3CCC3)ccc2C)cc1,nt,-29.5%,?,17.5%,-7.3%,nt,nt
O=C(COc1ccccc1)NS(=O)(=O)c1ccccc1,18.8%,-26.0%,41.4%[activator],1.8%,-5.5%,-0.2,-14.5
Cc1ccc(NS(=O)(=O)c2cc(-c3cc(C)no3)ccc2C(C)C)nc1,-2.7%,-29.2%,-7.0%,20.2%,-4.0%,10.6,-0.9
CCOC(=O)C1=C(C)OC(N)=C(C#N)C1c1c(C)nn(-c2ccccc2)c1Cl (configuration not stated),0.0%,7.0%,?,-3.1%,-5.1%,-1.6,-5.5
CCOC(=O)N1CCc2c(sc3nc4n(c(=O)c23)N=C(C)CS4)C1,0.8%,?,?,3.2%,-9.4%,-2.4,25.2
CN(CC(=O)NCc1ccco1)S(=O)(=O)c1ccc(F)cc1,2.4%,15.0%,14.7%,-8.1%,1.6%,1.7,-15.9
COc1ccc(CNC(=O)CN(C(=O)CCC(=O)Nc2ccccn2)c2ccc3c(c2)OCO3)cc1,-1.2%,-17.3%,-15.3%,-21.8%,-1.7%,5.6,93.2
O=C(Nc1ccc(F)cc1)c1cccc2c1C(=O)N(CC1CCCO1)C2 (configuration not stated),0.5%,24.9%,?,16.5%,5.9%,-0.4,6.5
O=C(c1ccc(S(=O)(=O)N2CCCC2)cc1)N1CCN(c2ccccc2F)CC1,-7.3%,4.65µM*,?,nt,2.6%,-1.0,-13.1
O=C(Nc1ccncc1)c1cccc(F)c1,-17.2%,nt,?,-16.4%,-3.0%,-1.3,1.0
CCCCOc1ccc(S(=O)(=O)NCc2csc(C)n2)cc1,-3.8%,10.4µM*,-7.6%,?,0.6%,-2.3,-4.6
O=C(Nc1ccc(N2CCOCC2)cc1)C1CC(=O)N(c2ccc(F)cc2)C1 (configuration not stated),-0.3%,10.4µM*,-22.5%,-0.1%,0.6%,-5.6,12.7
O=C(OCCCOC(=O)c1ccccc1O)c1ccccc1O,-0.1%,53.8%[activator],18.5%,nt,nt,-2.0,-8.2
Cc1onc(-c2ccccc2Cl)c1C(=O)N1CCCC1,-0.6%,-17.0%,18.4%,13.9%,-2.0%,-0.2,-10.1
COc1ccc(CCNS(=O)(=O)c2cccc([N+](=O)[O-])c2)cc1,-0.3%,2.6%,-17.4%,0.1%,0.5%,4.9,-8.4
C[C@H](NC(=O)c1nc[nH]c1C(=O)N1CCNCC1)C(=O)OCc1ccccc1,nt,86.2%[activator],?,-3.7%,3.1%,nt,nt
Cc1ccccc1NC(=O)NCCCN1CCN(C)CC1,0.0%,?,8.2%,11.9%,10.8%,7.1,2.6
N#Cc1ccc(NC(=O)Cn2cnc(S(=O)(=O)N3CCCCC3)c2)cc1,7.6%,?,10.2%,2.6%,0.0%,-3.0,-6.4
COc1cc2c(cc1NC(=O)CN(C)Cc1nc3ccccc3c(=O)[nH]1)oc1ccccc12,4.1%,?,5.22µM*,?,3.0%,11.6,24.3
Cc1occc1C(=O)N1CCN(c2ccccc2)CC1,1.3%,-12.0%,13.5%,-16.4%,-0.4%,-0.7,-7.7
CC(NC(=O)C1CCCCC1)C(c1cccs1)N1CCN(C)CC1 (configuration not stated),-2.0%,-4.4%,-0.8%,-9.3%,1.1%,1.0,-7.0
Cc1ccc(CN2C(=O)CSc3ccc(C(=O)NCCN4CCOCC4)cc32)cc1,-0.2%,-14.4%,-18.9%,0.5%,-5.9%,-4.7,-11.0
Cc1ccc2nc(SCC(=O)NCc3ccccc3Cl)nc(=O)n2c1,nt,1.1%,3.0%,2.8%,0.3%,nt,nt
COc1ccc(-c2coc3c(CN4CCCCC4C)c(O)ccc3c2=O)cc1 (configuration not stated),0.7%,?,?,?,4.3%,-2.6,1.9
CCOC(=O)c1c(S(=O)(=O)N2CCCCC2C)c(C)n(C)c1C (configuration not stated),2.1%,1.65µM*,13.0%,20.0%,-3.6%,0.0,-2.7
COc1ccccc1NC(=O)CN1C(=O)C(C)SC(C)C1=O (configuration not stated),-0.3%,40.2%[activator],16.2%,5.2%,4.0%,5.0,2.8
